aGlu spleen mod = lysosomal alpha-glucosidase (human) modulation | P10253 | human spleen homogenate, 4-MU-alpha-glucoside fluorescence | Potency, µM (series often up to 79.9 µM), for the others: top-dose activity change, negative = inhibition, actives largely listed as inhibitors | 240,000 compounds, 0.006% hits | AID 2112;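 further: 0% = enzyme with vehicle and -100% = no enzyme basal signal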
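Human spleen homogenate (1 ug) with 4-methylumbelliferyl-alpha-D-glucopyranoside (1 mM final) in 50 mM citrate/phosphate pH 5.0, 0.01% Tween-20; 40 min at 37 C. Stopped at pH 10; 4-MU fluorescence Ex 365/Em 440 nm; AC50 by Hill fit.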
HTT aggregate = mutant huntingtin aggregation inhibition; PC12 HttQ103-GFP aggregates, Acumen cytometry, 40 h; Potency, µM (doses to about 46.1 µM), inactives show top-dose activity change, negative = inhibition, usual class: inhibitors; 220,000 compounds, 1.1% hits; AID 1688; further: on the % scale 0 is the no-effect control and ±100 the full control effect; nearly all actives have a fitted effect of over 60% in size
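Multiplexed with ATP-based cell death, this channel scores GFP aggregates in PC12 cells expressing inducible HTTex1-Q103-GFP. Induction used 100 nM tebufenozide; compounds were tested in concentration series.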
IMPase Li inh = IMPase inhibition in cells with lithium potentiation | CHO-M1 cells, IP1 TR-FRET (IP-One), carbachol + lithium | Potency, µM (top dose mostly 59.4 µM), for inactives: at the highest dose activity, negative = IMPase inhibition, usual class: inhibitors | 210,000 compounds, 0.35% hits | AID 1457;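 further: IP1 builds up when IMPase is blocked and the TR-FRET signal falls; plate controls were basal vehicle for no effect and high inhibitor control for full effect; nearly all actives have a fitted effect of over 50% in size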
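Lithium-sensitised IP1 accumulation assay; M1-expressing CHO cells treated 30 min at 37C with compound. Competitive antibody detection by time-resolved FRET followed a 10 min room-temperature lysis step.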
HTT ATP protect = Huntington cell model cytoprotection by ATP luminescence | PC12 HTT-Q103 induced, cytoprotection, ATP luminescence, 40 h | Potency, µM (doses to about 56.4 µM), for the others: cytoprotection (ATP increase), most hits filed as activators | 230,000 compounds, 0.14% hits;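 further: % of control where 0% means no effect; nearly all actives have a fitted effect of over 45% in size; toxic huntingtin expression switched on by the ecdysone agonist tebufenozide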
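Huntington model: PC12 line, ecdysone-inducible HTTQ103 exon1–GFP, tebufenozide 100 nM. Test articles in a dose series. Endpoint luminescence from cellular ATP.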
GAA glycogen mod = GAA glycogen-cleavage inhibition or activation; recombinant GAA, glycogen substrate, Amplex Red glucose oxidase fluorescence; Potency, µM (titrated, usually from 76.4 µM), for inactives: at the highest dose activity change, negative = inhibition, actives largely listed as inhibitors; 300,000 compounds, 0.38% hits;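 further: 0% = full enzyme reaction and -100% = no-enzyme basal signal; the screen sought inhibitors and activators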
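Recombinant human alpha-glucosidase (4 nM final) hydrolysed bovine liver glycogen (30 ug) for 40 min at 37 C in pH 5.0 citrate/phosphate with 0.01% Tween-20. Released glucose detected by glucose oxidase/Amplex Red, Ex 573/Em 610 nm. Compounds up to 77 uM; AC50 from Hill fits.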
GoLoco inh red = RGS12 GoLoco-Gai1 interaction inhibition; Potency, µM (series often up to 61.6 µM), inactives show top-dose activity, negative = inhibition, hits mostly inhibitors; 230,000 compounds, 0.44% hits; P63096; Gai1:RGS12 GoLoco peptide FP, rhodamine, 10 min; active means well fitted inhibition curve with a large enough effect, not every such curve was filed as active; inactive means no such curve, though single readings can be large or run the other way; further: on the % scale 0 is the no-effect control and ±100 the full control effect; nearly all actives have a fitted effect of over 30% in size; many of its hits are not listed in these tables
Target sequence (P63096 whole entry, looked up): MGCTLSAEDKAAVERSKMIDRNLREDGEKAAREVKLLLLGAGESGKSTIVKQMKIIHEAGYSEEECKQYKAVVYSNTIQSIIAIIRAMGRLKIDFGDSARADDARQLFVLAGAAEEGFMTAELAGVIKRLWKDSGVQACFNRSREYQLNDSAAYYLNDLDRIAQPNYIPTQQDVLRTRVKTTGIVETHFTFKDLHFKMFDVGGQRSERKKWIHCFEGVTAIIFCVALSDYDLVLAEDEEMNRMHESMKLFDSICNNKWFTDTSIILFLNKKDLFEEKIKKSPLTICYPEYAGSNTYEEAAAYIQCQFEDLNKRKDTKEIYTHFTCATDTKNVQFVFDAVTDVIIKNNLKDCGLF
GAA inhib = blocks human lysosomal alpha-glucosidase; P10253; purified human GAA, 4-MU-alpha-glucoside fluorescence; Potency, µM (highest dose often 76.9 µM), for the others: at the highest dose activity change, negative = inhibition, usual class: inhibitors; 200,000 compounds, 0.005% hits; AID 1466;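 further: plate controls were uninhibited enzyme wells for no effect and no-enzyme background for full effect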
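Fluorescence at Ex 365/Em 440 nm from 4-methylumbelliferone reported enzyme activity after 20 min at room temperature. Reactions used 4 nM enzyme and 400 uM substrate at pH 5.0; curves fitted with the Hill equation.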
Active calls of the source: *; ? = inconclusive; / = no result given; [ ] = dose if it differs, or a comment. Unless noted, the call rests on the fitted dose curve; in most records, active means well fitted curve in the direction sought with a large enough effect; inconclusive means small, poorly fitted or top-dose-only effect, or another doubt; inactive means no such curve, though single readings can be large; an effect the other way counts as inactive or inconclusive. Potency means the concentration at half of the fitted maximal effect.

Each structure is followed by: aGlu spleen mod | HTT aggregate | IMPase Li inh | HTT ATP protect | GAA glycogen mod | GoLoco inh red | GAA inhib
CCS(=O)(=O)N1Cc2ccccc2CC1C(=O)Nc1nnc(SCc2c(Cl)cccc2Cl)s1 (configuration not stated)
  -1% | -25% | 11% | -3%[10 µM] | 4% | 7% | -7%
CCc1c(O)nc(N2CCN(Cc3ccccc3)CC2)[nH]c1=O
  -5% | 0% | 20%[38.3 µM] | -1% | ? | -2% | 2%
CCCS(=O)(=O)N1CCN(C(=O)c2cccs2)CC1
  -4% | -17% | 0% | -4%[10 µM] | 3% | 3% | 7%
Cc1ccc2c(c1)N(CCC(=O)NCc1cccs1)C(=O)C(C)O2 (configuration not stated)
  -10% | -3% | 14%[38.3 µM] | 8% | 5% | -1% | -1%
COCc1cc(C)n(CC(=O)Nc2cc(C)cc(C)c2)c(=O)c1C#N
  -18% | 13%[9.22 µM] | 0% | 27%[10 µM] | 19% | 12% | 14%
CC(Nc1n[nH]c(=S)[nH]c1=O)C(=O)OCc1ccccc1 (configuration not stated)
  7% | 1% | 7%[38.3 µM] | 15% | -8% | 5% | 0%
COc1ccc(CNC(=O)CSc2nc(C)cs2)cc1
  9% | 10% | -1% | / | 20% | 7% | -5%
O=C1CC(c2nc3ccccc3[nH]2)CN1Cc1ccccc1 (configuration not stated)
  -11% | 5% | 25%[38.3 µM] | -13% | 0% | 7% | 1%
C=CCNC(=O)c1onc(CSc2cc(C)cc(C)c2)c1C(=O)NCC=C
  2% | -17%[9.22 µM] | / | 17%[10 µM] | -19% | 0% | /
COc1ccc(N(C(=O)Cn2nnc3ccccc32)C2(C(=O)NC3CCCC3)CCCCC2)cc1
  -12% | 4% | -13%[38.3 µM] | -50%[inhibitor] | -6% | 5% | -4%
CCOc1cc(/C=N/NC(=O)c2cccnc2)ccc1OCc1ccc(C(=O)OC)o1
  -3% | 10% | 1% | 25% | -19% | 11% | -21%
CC(=O)Nc1nnc(-c2ccc3c(c2)CCCC3)o1
  -6% | -14% | -14%[38.3 µM] | -45%[inhibitor] | 6% | 16% | -2%[15.4 µM]
Cc1ccc2nc(-c3ccccn3)cc(C(=O)N3CCN(c4ncccn4)CC3)c2c1
  -7% | 15% | 11%[38.3 µM] | 9%[10 µM] | 5% | 5% | -2%
O=C1OC(Nc2ccc(Br)cc2F)c2ccccc21 (configuration not stated)
  -1% | 12% | 10%[38.3 µM] | -3% | 1% | 3% | -5%
COc1ccccc1/C=N/NC(=O)c1ccc(Cn2nc([N+](=O)[O-])cc2C)cc1
  -8% | 13% | 8% | / | 2% | 7% | -17%
CCNc1ncc2nc(-c3cc(F)cc(F)c3)c(=O)n(-c3ccccc3)c2n1
  16% | / | ? | -84%[inhibitor] | / | 46%[activator] | /
CC(=O)Nc1ccc(S(=O)(=O)N2CCCC(C(=O)O)C2)cc1 (configuration not stated)
  -9% | 7% | -4% | -25% | 1% | 4% | -3%
CCOC(=O)/C(C(N)=NCC(C)C)=C(/O)c1ccccc1
  -1% | -10% | -4%[38.3 µM] | -8% | 2% | -1% | -4%
CCN(CC)CCNC(=O)C(C)c1nn(CC)c(=O)c2ccccc12 (configuration not stated)
  -4% | 12% | 12% | -6%[10 µM] | 6% | -5% | 0%
CC(C)(C)C1CCc2onc(C(=O)Nc3cccnc3)c2C1 (configuration not stated)
  -14% | -26% | -2%[38.3 µM] | -4% | -1% | 7% | -2%

Going on with the list.
Each structure is followed by: aGlu spleen mod | HTT aggregate | IMPase Li inh | HTT ATP protect | GAA glycogen mod | GoLoco inh red | GAA inhib
CCOC(=O)C1=C(CP(=O)(c2ccccc2)c2ccccc2)NC(=O)NC1c1ccc(Cl)cc1 (configuration not stated)
  -7% | -6% | / | -14%[10 µM] | 7% | / | -4%
COc1ccc(Cl)cc1NC(=O)N1CCN(S(C)(=O)=O)CC1
  3% | 7% | -12%[38.3 µM] | -9%[0.074 µM] | 2% | -2% | 0%
O=C(CSc1nncs1)Nc1ccc2c(c1)OCO2
  8% | -8% | 0% | -18% | 17% | 6% | 0%
CSc1nnc(-c2cc3c(-c4ccccc4)nn(C)c3s2)n1C
  -12% | -28% | 3%[38.3 µM] | -80%[inhibitor] | 4% | 19% | 2%
COc1ccc(C2N=C(N)N=C(N)N2c2ccccc2OC)cc1OC (configuration not stated)
  0% | 3% | -4%[38.3 µM] | 29% | -3% | 3% | 9%
COn1c(SCc2cccnc2)nc2ccccc2c1=O
  -10% | 5% | -3%[38.3 µM] | 6%[0.074 µM] | -7% | -2% | 1%
O=C(C1=C[C@H](c2ccc(C(F)(F)F)cc2)C[C@H](OCc2ccc(CO)cc2)O1)N1CCN(Cc2ccc3c(c2)OCO3)CC1
  -8% | 4%[9.22 µM] | -13% | 3%[10 µM] | -18% | 5% | /
COc1cc2c(cc1OC)C(Cc1ccc(O)cc1)NCC2 (configuration not stated)
  6% | 33% | -4% | / | 3% | 4% | 4%
CC1(C)Cc2c(sc3nc(-c4ccccc4Cl)n(N)c(=O)c23)CO1
  4% | -39% | 29%[38.3 µM] | -2% | -4% | -1% | -12%
CC(C)(C)n1nnnc1C(c1ccncc1)N(Cc1ccccc1)Cc1ccco1 (configuration not stated)
  -1% | -14% | 30%[38.3 µM] | 3% | 15% | 14% | -6%
Cc1ccc(NC(=O)/C=C\C(=O)O)c([N+](=O)[O-])c1
  -1% | 11% | 7% | 17%[10 µM] | 14% | -15% | 7%
Cc1ccc(-n2c(SCC(=O)N3Cc4ccccc4CC3C(=O)O)nnc2-c2cccnc2)c(C)c1 (configuration not stated)
  -1% | -2% | / | -14%[10 µM] | 16% | / | 5%
CC(=O)N1CCC2(CCN(Cc3ccccc3)CC2)CC1
  -4% | / | 15% | 2% | / | 5% | /
Cc1ccc(NC(=O)c2oc3ccccc3c2NC(=O)c2ccc3c(c2)OCO3)cc1
  -4% | 8% | -2%[38.3 µM] | 18% | -5% | -12% | -11%
C/C(=N\NC(=O)c1c(Cl)c(C)nn1C)c1ccc(NC(=O)COc2ccc(Cl)cc2C)cc1
  -1% | 10% | 13%[38.3 µM] | 11% | 4% | -7% | -3%
Cc1nccc2[nH]c(=O)c(C(=O)NC(C)CCc3ccccc3)cc12 (configuration not stated)
  0% | 3% | 8% | -49%[inhibitor] | 1% | -4% | -1%
Cc1cc(C(=O)N2CCCCCC2)cs1
  -15% | -2% | 28%[38.3 µM] | -5%[0.074 µM] | -5% | 1% | -7%
CCn1c(SCC(=O)Nc2sc(C)c(C)c2C#N)nnc1C(C)C
  0% | -18% | 14%[38.3 µM] | -12% | -12% | 6% | -1%
COc1cccc2[nH]c3c(N4CCCC(C)C4)ncnc3c12 (configuration not stated)
  -10% | -19% | 18%[38.3 µM] | -87%[inhibitor][0.074 µM] | 5% | 5% | 3%
Cc1ccc(S(=O)(=O)N(C)c2ccc(C(=O)Nc3c(C)n(C)n(-c4ccccc4)c3=O)cc2)cc1
  1% | -3%[9.22 µM] | 6% | 15%[10 µM] | 8% | 8% | 13%

Ordered by number of heavy atoms (high to low): part of the list above
Each structure is followed by: aGlu spleen mod | HTT aggregate | IMPase Li inh | HTT ATP protect | GAA glycogen mod | GoLoco inh red | GAA inhib
O=C(C1=C[C@H](c2ccc(C(F)(F)F)cc2)C[C@H](OCc2ccc(CO)cc2)O1)N1CCN(Cc2ccc3c(c2)OCO3)CC1
  -8% | 4%[9.22 µM] | -13% | 3%[10 µM] | -18% | 5% | /
Cc1ccc(-n2c(SCC(=O)N3Cc4ccccc4CC3C(=O)O)nnc2-c2cccnc2)c(C)c1 (configuration not stated)
  -1% | -2% | / | -14%[10 µM] | 16% | / | 5%
Cc1ccc(S(=O)(=O)N(C)c2ccc(C(=O)Nc3c(C)n(C)n(-c4ccccc4)c3=O)cc2)cc1
  1% | -3%[9.22 µM] | 6% | 15%[10 µM] | 8% | 8% | 13%
CCOC(=O)C1=C(CP(=O)(c2ccccc2)c2ccccc2)NC(=O)NC1c1ccc(Cl)cc1 (configuration not stated)
  -7% | -6% | / | -14%[10 µM] | 7% | / | -4%
C/C(=N\NC(=O)c1c(Cl)c(C)nn1C)c1ccc(NC(=O)COc2ccc(Cl)cc2C)cc1
  -1% | 10% | 13%[38.3 µM] | 11% | 4% | -7% | -3%
CC(C)(C)n1nnnc1C(c1ccncc1)N(Cc1ccccc1)Cc1ccco1 (configuration not stated)
  -1% | -14% | 30%[38.3 µM] | 3% | 15% | 14% | -6%
COc1ccc(C2N=C(N)N=C(N)N2c2ccccc2OC)cc1OC (configuration not stated)
  0% | 3% | -4%[38.3 µM] | 29% | -3% | 3% | 9%
CCn1c(SCC(=O)Nc2sc(C)c(C)c2C#N)nnc1C(C)C
  0% | -18% | 14%[38.3 µM] | -12% | -12% | 6% | -1%
CSc1nnc(-c2cc3c(-c4ccccc4)nn(C)c3s2)n1C
  -12% | -28% | 3%[38.3 µM] | -80%[inhibitor] | 4% | 19% | 2%
COc1ccc(Cl)cc1NC(=O)N1CCN(S(C)(=O)=O)CC1
  3% | 7% | -12%[38.3 µM] | -9%[0.074 µM] | 2% | -2% | 0%
Cc1ccc(NC(=O)/C=C\C(=O)O)c([N+](=O)[O-])c1
  -1% | 11% | 7% | 17%[10 µM] | 14% | -15% | 7%

(more compounds)
Each structure is followed by: aGlu spleen mod | HTT aggregate | IMPase Li inh | HTT ATP protect | GAA glycogen mod | GoLoco inh red | GAA inhib
Cc1ccnc(NS(=O)(=O)c2cc(C(F)(F)F)ccc2Cl)c1
  3% | -4%[9.22 µM] | / | 9%[10 µM] | 15% | -4% | -6%
COc1ccc(C2/C(=C(\O)c3ccc4c(c3)OCCO4)C(=O)C(=O)N2CCCN(C)C)c(OC)c1 (configuration not stated)
  -5% | 6% | -10%[38.3 µM] | -1% | 9% | -4% | -10%
Nc1nonc1-n1nncc1-c1ccccc1
  -3% | -12% | -13%[38.3 µM] | -12% | -9% | -15% | -1%
CC(C)CC(=O)N1CCN(S(=O)(=O)c2ccccc2)CC1
  -7% | -11% | 15%[38.3 µM] | -22% | -3% | -5% | ?
Cc1ccc(C(=O)NC(=S)NCCCN2CCOCC2)cc1
  5% | ? | -3% | -14% | -3% | 8% | 10%
CCC(=O)Nc1cc(C(=O)OCC(=O)c2ccccc2Cl)ccc1C
  -4% | -4% | -5%[38.3 µM] | -20% | 9% | 9% | 2%

Screens deposited in PubChem by National Center for Advancing Translational Sciences (NCATS).

The list is partial; rates above refer to the full screens.
